High-throughput results from PubChem.
APE1 inh = inhibitors of human APE1 endonuclease; Potency, µM (highest dose often 65.8 µM), inactives show top-dose activity change, negative = inhibition, most hits filed as inhibitors; P27695; recombinant APE1, TAMRA/BHQ-2 abasic DNA cleavage fluorescence; AID 2517; hit rate 0.35% among 350,000;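 also: potency is read from the fitted curve at half-maximal effect; plate controls were vehicle for no effect and reference inhibitor for full effect; nearly all actives have a fitted effect of over 55% in size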
Target sequence (P27695 whole entry, looked up): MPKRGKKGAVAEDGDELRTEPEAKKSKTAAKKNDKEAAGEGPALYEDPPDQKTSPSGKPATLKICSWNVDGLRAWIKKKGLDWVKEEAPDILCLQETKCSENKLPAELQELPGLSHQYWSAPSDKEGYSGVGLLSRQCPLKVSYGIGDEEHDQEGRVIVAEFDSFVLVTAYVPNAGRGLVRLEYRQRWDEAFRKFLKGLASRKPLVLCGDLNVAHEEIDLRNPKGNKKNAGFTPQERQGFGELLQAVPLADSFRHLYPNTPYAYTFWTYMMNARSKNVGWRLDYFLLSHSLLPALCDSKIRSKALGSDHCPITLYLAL
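Compound pre-exposure to 0.75 nM APE1, 15 min at ambient temperature. Reaction initiated with 50 nM TAMRA/BHQ-2 THF substrate, read immediately in kinetic mode, 525 nm excitation, 598 nm emission.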
POLH inh = DNA polymerase eta (human) inhibition | Q9Y253 | recombinant Pol eta, fluorescent DNA replication assay | hit rate 1.2% among 390,000 | Potency, µM (series often up to 114 µM), for the others: at the top dose activity change, negative = inhibition, most hits filed as inhibitors; also: potency is read from the fitted curve at half-maximal effect; % is scaled to controls: 0 for no effect and ±100 for the full control effect
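Pol eta (10 nM) was preincubated with compounds for 15 min at room temperature, after which fluorescent replication substrate (50 nM final) was added to start the reaction. Fluorescence was read kinetically at 0 and 10 min.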
ALOX12 inh = blocks human arachidonate 12S-lipoxygenase | purified 12hLO, xylenol orange hydroperoxide absorbance | Potency, µM (highest dose often 108 µM), for the others: at the highest dose activity change, negative = inhibition, actives largely listed as inhibitors | hit rate 1.1% among 580,000 | AID 1671190; also: potency is read from the fitted curve at half-maximal effect; % is scaled to controls: 0 for no effect and ±100 for the full control effect
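Hydroperoxide product was detected by ferrous iron/xylenol orange as the 573 to 405 nm absorbance ratio. Arachidonic acid at 40 uM (final) was turned over for 30 min at room temperature by 150 nM human 12hLO, pH 7.0 Hepes buffer, after 15 min compound preincubation.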
ERG-DNA inh = ERG Ets/DNA interaction inhibition; P11308; fluorescence polarization, His-ERG Ets domain / labelled DNA; Potency, µM (series often up to 76.9 µM), for inactives: top-dose FP activity, negative = inhibition, usual class: inhibitors; hit rate 0.028% among 370,000; active = well fitted inhibition curve with a large enough effect in the polarisation, with a control signal flat; inconclusive = small, poorly fitted or top-dose-only effect, or effect the other way, or a change in a side signal; inactive = no such curve, though single readings can be large or run the other way; the % refers to the polarisation;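 also: polarization taken with two DNA probes labelled with fluorescein and Texas red; potency is read from the fitted curve at half-maximal effect; % of control where 0% means no effect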
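His-tagged ERG Ets domain (1 uM in the protein solution; 300mM KCl, 50mM Tris-HCl, 1mM EDTA, 1mM DTT, pH 7.5) received compound, then a probe mix of 5 nM fluorescein-DNA and 100nM Texas-615-DNA. Fluorescence polarization was read for both dyes.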
POLK inh = inhibitors of human DNA polymerase kappa | Q9UBT6 | purified Pol kappa, fluorescent DNA synthesis assay, 10 min | Potency, µM (titrated, usually from 107 µM), without a hit: at the top dose activity, negative = inhibition, usual class: inhibitors | hit rate 0.53% among 400,000 | AID 588579; also: potency is read from the fitted curve at half-maximal effect; % is scaled to controls: 0 for no effect and ±100 for the full control effect
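Kinetic fluorescence readout at 0 and 10 min followed reaction start with substrate at 50 nM final. Beforehand, enzyme (10 nM Pol kappa) stood 15 min with compound at room temperature; buffer-only wells were negative controls.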
Pol beta inh = DNA polymerase beta (human) inhibition; P06746; Pol beta primer extension/strand displacement, fluorescence kinetic; Potency, µM (series often up to 114 µM), for the others: at the highest dose activity change, negative = inhibition, actives largely listed as inhibitors; hit rate 1.3% among 340,000; also: potency is read from the fitted curve at half-maximal effect; % is scaled to controls: 0 for no effect and ±100 for the full control effect
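Pol beta (10 nM) and compounds were preincubated 15 min at room temperature, then 50 nM substrate (final) started primer extension/strand displacement. Reads were taken at 0 and 10 min; concentration-response data were fitted to a four-parameter Hill equation.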
Apoferritin bind = binds horse apoferritin like a general anesthetic; Potency, µM (titrated, usually from 77.5 µM), for the others: at the highest dose activity change, negative = displacement, hits mostly inhibitors; hit rate 0.074% among 350,000; P02791; apoferritin/1-aminoanthracene competitive binding, fluorescence; also: potency is read from the fitted curve at half-maximal effect; % is scaled to controls: 0 for no effect and ±100 for the full control effect; nearly all actives have a fitted effect of over 20% in size
Target sequence (P02791 2-175 limits assumed): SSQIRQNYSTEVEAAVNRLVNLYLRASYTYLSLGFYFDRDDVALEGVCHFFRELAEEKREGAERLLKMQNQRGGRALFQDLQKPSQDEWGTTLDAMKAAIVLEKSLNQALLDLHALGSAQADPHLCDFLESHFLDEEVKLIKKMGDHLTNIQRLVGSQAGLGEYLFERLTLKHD
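Steps: apoferritin (10 uM) was premixed with half-saturated 1-AMA in PBS, compounds were pin-transferred, plates stood 10 min at room temperature, fluorescence was read at 380/535 nm, and curves were fitted with a Hill equation.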
LDHA inh = blocks human lactate dehydrogenase A; activity change, % (values are at about 110 or 230 µM); purified LDHA, NADH/diaphorase-resazurin fluorescence; active compounds read low; P00338; hit rate 0.15% among 480,000; AID 1347041; in the data active = activity change below about -30%; inconclusive = mostly about -25% to -30%;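 also: plate controls were DMSO wells for no effect and wells without enzyme for full effect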
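Remaining NADH was detected by diaphorase (0.133 mg/mL) converting 37 µM resazurin to fluorescent resorufin, read at 0 and 20 minutes. The preceding 5-minute room-temperature reaction used 2 nM LDHA, 0.2 mM sodium pyruvate and 0.06 mM NADH at pH 7.4.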
RGS4 inhibitor = blocks human RGS4-accelerated GTP hydrolysis; P49798; Transcreener GDP fluorescence polarization, RGS4-accelerated GTP hydrolysis; Potency, µM (titrated, usually from 114 µM), without a hit: at the highest dose activity change, negative = inhibition, usual class: inhibitors; hit rate 0.039% among 390,000; also: potency is read from the fitted curve at half-maximal effect; % is scaled to controls: 0 for no effect and ±100 for the full control effect; nearly all actives have a fitted effect of over 75% in size; some results filed as inactive show a strong effect at the top dose
Target sequence (P49798 whole entry, looked up): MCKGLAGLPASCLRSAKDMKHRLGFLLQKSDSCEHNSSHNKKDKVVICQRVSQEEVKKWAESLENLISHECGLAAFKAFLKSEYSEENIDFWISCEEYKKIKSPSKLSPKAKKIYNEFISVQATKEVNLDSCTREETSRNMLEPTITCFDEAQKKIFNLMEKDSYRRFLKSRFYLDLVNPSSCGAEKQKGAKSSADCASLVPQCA
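MLSMR compounds (23 nl, pin-transferred) preincubated 10 min at room temperature with a 500nM (2x) first reagent, then RGS4 at 900nM (2x) plus Transcreener GDP mix added; fluorescence polarization (620/688 nm) read before and after 90 min at 30 °C.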
* marks the source's active call; other numbers are inactive results; ? = inconclusive; / = no result given; [ ] = another dose, or the depositor's remark. Unless noted, calls follow the shape of the dose curve; as a rule, active = well fitted curve in the direction sought with a large enough effect; inconclusive = small, poorly fitted or top-dose-only effect, or another doubt; inactive = no such curve, though single readings can be large; an effect the other way counts as inactive or inconclusive. An excerpt (hit frequency here may not be typical).

SMILES	APE1 inh	POLH inh	ALOX12 inh	ERG-DNA inh	POLK inh	Pol beta inh	Apoferritin bind	LDHA inh	RGS4 inhibitor
Cc1ccc(N2C(=O)C3C(C2=O)N2CCCN2C3c2ccccc2)cc1C (stereo not given)	0%	-22%	-12%	2%	-10%	-8%	-15%	-7	-52%
COc1ccc(N2C(=O)N(Cc3ccc(C)cc3)c3ccccc3S2(=O)=O)cc1	-8%	-13%	10%	4%	-10%	-7%	-3%	-12	-4%
COc1cccc(-n2c(CN3CCN(c4cccc(C)c4)C(C)C3)nc3ccc([N+](=O)[O-])cc3c2=O)c1 (stereo not given)	5%	-6%	-20%	0%	-16%	32%	6%	6	-42%
CCn1c(-c2ccccc2)c(C(=O)CCl)c2ccccc21	16%	-21%	-1%	6%	-4%	22%	?	-1	-15%
COc1ccc(N/N=C(/N=Nc2nc(C)cc(=O)[nH]2)c2ccccc2)cc1	-2%	4%	13%	-18%	-1%	2%	-20%	9	-17%
O=C(NCCc1csc(-c2ccccc2)n1)c1ccco1	23%	-16%	0%	-13%	2%	7%	-11%	-3	-14%[11.4 µM]
CCOc1ccc(-c2nnn(CC(=O)NCc3cccs3)n2)cc1	-6%	-5%	-7%	-4%	4%	3%	-11%	-6	9%
CCOC(=O)CSC1=C(C#N)C(c2ccco2)C(C(=O)OCc2ccccc2)=C(C)N1 (stereo not given)	-5%	-8%	-25%	8%	-22%	-11%	-9%	2	-18%
Cc1cc(NC(=O)c2cccs2)no1	-1%	-15%	-9%	9%	2%	0%	3%	-3	-18%
O=C(N/N=C/c1cc(Br)c(O)c(Br)c1)c1cc2c(ccc3ccccc32)o1	?	18µM*	?	12%	20µM*	?	2%	1	?
CC(=O)NCCNC(=O)c1ccc(-n2c(C)ccc2C)cc1	6%	-3%	4%	6%	18%	17%	2%	-2	-20%
COc1cc(/C=C/C(=O)c2ccc(NS(=O)(=O)c3ccc(C)cc3)cc2)ccc1OC(F)F	-1%	?	1%	2%	-9%	-1%	-16%	0	-16%
O=C(COC(=O)COc1ccc(Br)cc1)NCCC1=CCCCC1	0%	-14%	-22%	-3%	-3%	-13%	?	3	-33%
CC(=O)Nc1nonc1-c1ccccc1	21%	-16%	0%	-10%	0%	-2%	-7%	-6	20%
CN(CC(=O)NC(=O)NCc1ccco1)Cc1nc2ccccc2c(=O)[nH]1	20µM*	?	12%	-2%	?	20µM*	-10%	-2	-13%
Cc1oc2c(cc(NS(=O)(=O)c3ccc(F)cc3)c3ccccc32)c1C(=O)OCc1ccccc1	/	-19%	-29%	-1%	-13%	17%	3%	10	-12%
O=C1C[C@H](c2ccc(-c3ccccc3)cc2)N1S(=O)(=O)c1ccccc1[N+](=O)[O-]	0%	/	/	/	-12%	/	-7%	/	14%
COc1ccc(S(=O)(=O)Nc2ccccc2N2CCOCC2)cc1[N+](=O)[O-]	17%	-1%	-9%	-9%	-20%	36%	0%	-8	19%
CC(=O)c1c(C)[nH]c(C(=O)COC(=O)c2cccnc2Cl)c1C	-3%	-12%	-25%	-5%	-17%	/	/	-5	2%
CC1CCc2c(sc3nc(CN4CCOCC4)nc(NS(=O)(=O)c4cccc([N+](=O)[O-])c4)c23)C1 (stereo not given)	-1%	?	2%	11%	-17%	?	?	-1	-34%
Cc1ccc(-c2n[nH]c(=S)n2/N=C/c2ccc(C(=O)O)cc2)cc1	15%	-12%	-35%	-14%	-8%	18%	-3%	-20	-15%
CCCCC(NS(=O)(=O)c1ccc(OC)cc1)C(=O)O (stereo not given)	-8%	-10%	?	0%	-6%	-1%	-1%	1	5%
Cc1c(C(=O)NCc2ccco2)oc2c(F)cccc12	-22%	?	-26%	-15%	-13%	/	/	2	-27%
C=CCn1c(-c2cc(Cl)ccc2OC)n[nH]c1=S	1%	2%	?	0%	-10%	11%	-10%	-6	-11%
Cc1ccc(-c2nnc(Nc3ccc(O)cc3)c3ccccc23)cc1S(=O)(=O)NCCO	5%	-25%	?	-7%	-5%	-6%	-21%	0	3%
O=c1c2ccccc2nc(SCc2cc(F)ccc2F)n1C1CCCC1	-1%	-6%	-2%	-3%	-21%	19%	-13%	-5	25%
O=C1CCCC2=C1C(c1ccccn1)Nc1ccc(C(=O)c3ccccc3)cc1N2 (stereo not given)	2%	-5%	13%	7%	0%	3%	-7%	0	-13%
Cc1ccnc(NS(=O)(=O)c2cc([N+](=O)[O-])ccc2C)c1	3%	-18%	6%	-2%	-1%	-3%	-1%	-5	12%
O=C(O)C1(c2ccccc2)CCN(S(=O)(=O)c2cccc(Cl)c2)CC1	39%	1%	5%	-1%	-13%	2%	2%	-6	17%
Cc1ccsc1C(=O)OC(C)C(=O)NC1CCCCC1C (stereo not given)	-10%	-2%	16%	-3%	-16%	/	/	-2	2%

Laid out differently: entries from further up.
Below each compound: APE1 inh | POLH inh | ALOX12 inh | ERG-DNA inh | POLK inh | Pol beta inh | Apoferritin bind | LDHA inh | RGS4 inhibitor
Cc1c(C(=O)NCc2ccco2)oc2c(F)cccc12
  -22% | ? | -26% | -15% | -13% | / | / | 2 | -27%
C=CCn1c(-c2cc(Cl)ccc2OC)n[nH]c1=S
  1% | 2% | ? | 0% | -10% | 11% | -10% | -6 | -11%
Cc1ccc(-c2nnc(Nc3ccc(O)cc3)c3ccccc23)cc1S(=O)(=O)NCCO
  5% | -25% | ? | -7% | -5% | -6% | -21% | 0 | 3%
O=c1c2ccccc2nc(SCc2cc(F)ccc2F)n1C1CCCC1
  -1% | -6% | -2% | -3% | -21% | 19% | -13% | -5 | 25%
O=C1CCCC2=C1C(c1ccccn1)Nc1ccc(C(=O)c3ccccc3)cc1N2 (stereo not given)
  2% | -5% | 13% | 7% | 0% | 3% | -7% | 0 | -13%
Cc1ccnc(NS(=O)(=O)c2cc([N+](=O)[O-])ccc2C)c1
  3% | -18% | 6% | -2% | -1% | -3% | -1% | -5 | 12%

Continuation.
SMILES	APE1 inh	POLH inh	ALOX12 inh	ERG-DNA inh	POLK inh	Pol beta inh	Apoferritin bind	LDHA inh	RGS4 inhibitor
COc1cccc(CN2C(=O)c3ccccc3Sc3ccc(C(=O)OCc4ccco4)cc32)c1	/	-19%	-28%	1%	-17%[60.1 µM]	3%	1%	-10	-27%
CC(=O)Nc1ccc(S(=O)(=O)NCC2CCC(C(=O)NCCN(CC(C)C)CC(C)C)CC2)cc1 (stereo not given)	/	3%	-1%	1%	-15%[60.1 µM]	0%	-2%	-24	0%
CC(C)(C)NC(=O)CN(CC1CCCO1)C(=O)CNS(=O)(=O)c1ccc(F)cc1 (stereo not given)	2%	-10%	2%	-7%	-34%	11%	4%	-5	6%
COc1ccc2cc(C3OCCO3)c(Cl)nc2c1	2%	-15%	-5%	1%	2%	-1%	-8%	-5	-23%
COCCCn1c(SCC(=O)NC2CCCCC2)nnc1-c1ccco1	13%	-4%	-10%	-12%	1%	14%	4%	-12	-9%
COc1ccc(Nc2nc(-c3cccs3)cs2)c(OC)c1	?	-3%	?	-14%	-5%	-11%	-8%	0	-35%
CCCc1ccc(C(C)NC(=S)NCc2ccc(F)cc2)cc1 (stereo not given)	12%	-15%	32µM*	12%	-10%	18%	0%	-3	-13%
CCn1ncc(C2=NOC(C(=O)Nc3ccccc3C(=O)OC)C2)c1C (stereo not given)	-3%	4%	1%	-2%	-7%	13%	-13%	-3	20%
CCN(C(=O)CN1CCN(S(=O)(=O)c2cc(Cl)ccc2Cl)CC1)c1c(N)n(Cc2ccccc2)c(=O)[nH]c1=O	-4%	2%	-25%	2%	-11%	36%	-2%	-4	4%
Cc1ccc(N2CC(C(=O)N3CCC(C(=O)Nc4nnc(C(C)(C)C)s4)CC3)CC2=O)cc1 (stereo not given)	24%	-12%	-7%	-1%	-15%	22%	-1%	-12	1%
Cc1c(Cl)ccc2sc(N3CCN(C(=O)C4=COCCO4)CC3)nc12	-13%	-22%	-23%	-2%	-9%	/	/	-4	-45%
CCN(CC(=O)Nc1cccc(S(=O)(=O)N2CCCC2)c1)CC(=O)Nc1ccccc1OC	1%	-20%	5%	-15%	-8%	11%	-7%	-9	-12%
O=C(Nc1nc(-c2ccccc2)c(C(=O)c2ccccc2)s1)c1ccc(S(=O)(=O)N2CCCCC2)cc1	2%	-1%	-25%	-7%	-2%	30%	-8%	2	-14%
Cc1ccc(/C=N/Nc2ccnc3cc(Cl)ccc23)c(C)c1	3%	0%	?	8%	-3%[60.1 µM]	-19%	1%	-11	-13%[11.4 µM]
CCN(CC(=O)Nc1cc(Cl)ccc1C)C(=O)CCS(=O)(=O)c1ccc(Cl)cc1	12%	-27%	7%	-1%	-2%	2%	-17%	-5	-22%
